# Source: PubChem BioAssay (National Center for Advancing Translational Sciences (NCATS))
# BRCA1 expr up = increases BRCA1 expression. AID 624202. MCF7-BRCA1-FFLuc reporter, luminescence, 48 h; response scale: scaled: vehicle 0%, 10 µM genistein 100%. Potency, µM (titrated, usually from 46.1 µM), for the others: at the top dose activation, actives largely listed as activators. 1.1% of 380,000 active; also: nearly all actives have a fitted effect of over 80% in size; some results filed as inactive show a strong effect at the top dose
#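 Using MCF7 cells harboring a BRCA1 firefly luciferase reporter, plated 2 h before compound pinning, the screen measured luminescence after 48 h incubation. Responses were normalized to DMSO and 10 microM genistein, then fitted for concentration-effect.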
# p53 reactivator = restores transcriptional activity of mutant p53; H1299 p53-A138V BP100-luciferase reporter, luminescence, 24 h; Potency, µM (doses to about 92.2 µM), for inactives: at the highest dose activity change, positive = activation, hits mostly activators; 0.063% of 320,000 active; also: % of control where 0% means no effect; nearly all actives have a fitted effect of over 45% in size
#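 H1299 (p53-null), stable ts p53-A138V + BP100-Luc; 1000 cells/well, Opti-MEM/10% FBS; cpd 4 pt, 1:5; 24 h, 37 deg C, 5% CO2; detection reagent 10 min RT; luminescence.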
# ELG1 genotoxic = inducers of genotoxicity in HEK293T ELG1-luciferase cells | AID 504466 | Potency, µM (top dose mostly 46 µM), inactives show at the top dose activity change, positive = activation, usual class: activators | 1.3% of 330,000 active | HEK293T ELG1-luciferase reporter, luminescence, 16 h; also: % of control where 0% means no effect; nearly all actives have a fitted effect of over 60% in size
#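 16 hr compound incubation (37 °C, 5% CO2) of HEK293T cells carrying luciferase-tagged ELG1; luciferase then measured by ONE-Glo luminescence after 30 min at RT.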
# uPA generation = blocks generation of uPA at the cell surface; cell surface uPA generation assay, qHTS; Potency, µM (doses to about 38.3 µM), for inactives: at the highest dose activity change, negative = inhibition, usual class: inhibitors; 0.31% of 330,000 active; AID 540303; active = well fitted inhibition curve with a large enough effect; inconclusive = small, poorly fitted or top-dose-only effect; inactive = no such curve, though single readings can be large or run the other way; tested in mouse RAW 264.7 cells; also: % is scaled to controls: 0 for no effect and ±100 for the full control effect; nearly all actives have a fitted effect of over 55% in size
# * hit, by the source's call; ? = inconclusive; [ ] = dose if it differs, or a comment. Unless noted, calls follow the shape of the dose curve; as a rule, active = well fitted activation curve with a large enough effect; inconclusive = small, poorly fitted or top-dose-only effect; inactive = no such curve, though single readings can be large or run the other way. Potency is read from the fitted curve at half-maximal effect. Not all compounds are listed; count on the stated rates, not on these rows.
cpd	SMILES	ELG1 genotoxic	p53 reactivator	BRCA1 expr up	uPA generation
1	COc1ccc(S(N)(=O)=O)cc1C(=O)OCC(=O)N1CCCC(C)C1 (configuration not stated)	2.9%	-7.5%	1.6%	4.4%
2	CCN1C(=O)[C@H]2[C@H]3CN=C(SCc4ccc(C)cc4)N3[C@@](Cc3ccccc3)(C(=O)OC)[C@H]2C1=O	-4.3%	4.0%	-26.3%	?
3	C[C@H](CO)N1C[C@H](C)[C@@H](CN(C)Cc2ccc(C(=O)O)cc2)Oc2ccc(NC(=O)Cn3cnnn3)cc2C1=O	0.0%	0.1%	1.5%	-7.1%
4	CCOC(=O)C1CCCN(C(=O)CSc2nnnn2C)C1 (configuration not stated)	1.4%	-3.1%	-0.6%	11.4%
5	O=C(NC(=S)/C(=C1\CCCCCN1)[N+](=O)[O-])c1ccccc1	0.231µM*	25.4%	-47.0%	-9.9%
6	NCCCCCNC(=O)c1[nH]cnc1C(=O)N[C@@H](Cc1ccccc1)C(=O)OCc1ccccc1	0.0%	5.6%	15.8%	4.3%
7	O=C(COC(=O)Cc1ccc(S(=O)(=O)N2CCOCC2)s1)Nc1ccc(OC(F)F)cc1	0.5%	4.9%	16.5%	2.4%
8	CCCn1nnc(NC(=S)NC(=O)c2ccccc2OC)n1	0.4%	14.3%	-13.8%	2.8%
9	CC1(C)C(=O)Nc2ccccc2N1C(=O)COC(=O)c1cc(Cl)cc(Cl)c1	-6.0%	-5.5%	-19.0%	9.1%
10	COC(=O)c1ccccc1NC(=O)COC(=O)/C=C/c1cccs1	3.6%	-4.8%	-25.0%	4.4%
11	COc1ccc(C2=C(c3ccc(OC)c(OC)c3)CN3CCCCC3C2)cc1 (configuration not stated)	-0.7%	-14.6%	-3.3%	-4.5%
12	CCN1CCN(C(=S)NC(=O)c2cc(OC)c(OC)c(OC)c2)CC1	2.1%	0.0%	0.5%	0.9%
13	CN(c1ccccc1)S(=O)(=O)c1cccc(NC(=O)c2ccc(Cl)c([N+](=O)[O-])c2)c1	-14.3%	-1.8%	-86.3%[inhibitor]	-9.5%
14	CC(=O)N1CCN(C(=O)c2ccc(Cl)c(S(=O)(=O)N3CCCC3)c2)CC1	3.4%	0.2%	-9.9%	-3.9%
15	O=C(Cn1nc(-c2ccccc2)oc1=O)OCC(=O)c1ccccc1	-1.5%	2.1%	15.0%	-4.6%

# Reprinted at random: two records from the list
cpd	SMILES	ELG1 genotoxic	p53 reactivator	BRCA1 expr up	uPA generation
15	O=C(Cn1nc(-c2ccccc2)oc1=O)OCC(=O)c1ccccc1	-1.5%	2.1%	15.0%	-4.6%
2	CCN1C(=O)[C@H]2[C@H]3CN=C(SCc4ccc(C)cc4)N3[C@@](Cc3ccccc3)(C(=O)OC)[C@H]2C1=O	-4.3%	4.0%	-26.3%	?

# The list goes on.
cpd	SMILES	ELG1 genotoxic	p53 reactivator	BRCA1 expr up	uPA generation
16	COc1ccc(CNC(=O)CCC(=O)c2ccc(F)cc2)cc1OC	1.8%	6.4%	-2.6%	3.3%
17	CCOC(=O)C1CCCN(C(=O)c2cc(-c3ccco3)nc3ccccc23)C1 (configuration not stated)	2.2%	-7.8%	9.8%	?
18	O=C(CSc1nnc(Nc2ccccc2F)s1)NC1CCS(=O)(=O)C1 (configuration not stated)	2.3%	16.9%	31.2%	-6.7%
19	COc1ccc(NC(=O)N(C)C[C@H]2Oc3ccc(NC(=O)Cc4ccccc4)cc3CC(=O)N([C@H](C)CO)C[C@H]2C)cc1	3.2%	0.8%	3.9%	-5.9%
20	COc1cc(OC)cc(-c2c(-c3ccc(C(C)=O)cc3)c3cc(-c4cccc5[nH]ccc45)ccc3n2C)c1	1.3%	9.8%	0.0%	-1.1%
21	C=CCC[C@@H](Cc1ccc(F)cc1)C(=O)O[C@H](CNC(=O)[C@H](CC=C)CC(=O)N(CCO)Cc1ccccc1)c1ccccc1	-10.3%	2.6%	-77.3%	?
22	Cc1ccc(S(=O)(=O)N2CCOCC2)cc1C(=O)N1CCN(c2ccc(C(F)(F)F)cn2)CC1	-6.7%	-0.4%	-9.6%	-6.9%
23	Cc1cc(NC(=O)c2cc(-c3ccncc3)nc3ccccc23)ccc1Br	-6.7%	-4.3%	-74.6%	0.2%
24	Cc1cccc(OCC(=O)OCC(=O)Nc2sccc2C(N)=O)c1	0.2%	-0.3%	0.0%	0.2%
25	O=C(NN=Cc1c(F)cccc1F)c1ccccc1NS(=O)(=O)c1cccs1	-0.3%	14.5%	-0.9%	?
26	O=C(CN1C(=O)NC(Cc2c[nH]c3ccccc23)C1=O)Nc1ccccc1C(F)(F)F (configuration not stated)	1.1%	-6.5%	0.9%	13.7%
27	COc1ccc([N+](=O)[O-])cc1NC(=O)C(C)NNC(=O)c1cccc([N+](=O)[O-])c1 (configuration not stated)	-4.7%	-6.3%	-32.9%	1.3%
28	COc1ccc(Cl)cc1C(=O)NNC(=O)CCNS(=O)(=O)c1ccccc1	-1.3%	0.1%	-18.3%	-3.0%
29	Cc1nc(SCc2nc3ccc(F)cc3[nH]2)c2oc3ccccc3c2n1	-0.6%	-6.1%	-61.6%	-26.7%
30	COc1ccc(CCNC(=O)COC(=O)c2ncc(Cl)c(Cl)c2Cl)cc1OC	1.9%	-3.1%	24.8%	-12.5%

# Of the compounds above, 4 have a thiophene ring, fused or not:
cpd	SMILES	ELG1 genotoxic	p53 reactivator	BRCA1 expr up	uPA generation
7	O=C(COC(=O)Cc1ccc(S(=O)(=O)N2CCOCC2)s1)Nc1ccc(OC(F)F)cc1	0.5%	4.9%	16.5%	2.4%
10	COC(=O)c1ccccc1NC(=O)COC(=O)/C=C/c1cccs1	3.6%	-4.8%	-25.0%	4.4%
24	Cc1cccc(OCC(=O)OCC(=O)Nc2sccc2C(N)=O)c1	0.2%	-0.3%	0.0%	0.2%
25	O=C(NN=Cc1c(F)cccc1F)c1ccccc1NS(=O)(=O)c1cccs1	-0.3%	14.5%	-0.9%	?

# (cont.)
cpd	SMILES	ELG1 genotoxic	p53 reactivator	BRCA1 expr up	uPA generation
31	CC(=O)c1ccc(OC(C)C(=O)NCC2(N3CCOCC3)CCCCC2)cc1 (configuration not stated)	0.5%	-2.3%	-23.0%	6.2%
32	O=C(COC(=O)c1n[nH]c2ccccc12)Nc1ccccc1Br	4.1%	21.9%	-40.8%	7.5%
33	CCCCn1c(CCC(=O)O)nc2cc(S(=O)(=O)N3CCCC3)ccc21	0.5%	-10.6%	17.3%	-11.7%
34	O=C1CC(C(=O)N2CCN(c3ccccc3)CC2)CN1Cc1ccccc1 (configuration not stated)	1.4%	0.1%	-9.8%	-7.2%
35	Cc1noc(C)c1NC(=O)Nc1ccc2c(c1)C(=O)N([C@H](C)CO)C[C@H](C)[C@@H](CN(C)C(=O)Nc1ccc(C(F)(F)F)cc1)O2	0.8%	5.4%	13.1%	26.1%
36	Cc1nc(SCC(=O)N2CCOCC2)c2c3c(sc2n1)CCC3	-1.8%	-12.6%	-16.7%	-1.6%
37	CCOc1ccc(OCCCC(=O)N2CCN(S(=O)(=O)c3ccccc3C#N)CC2)cc1	-8.0%	-11.7%	-23.2%	-1.6%
38	COc1ccc(NS(=O)(=O)c2cccc(C(=O)OCC(=O)c3c(N)n(C)c(=O)n(C)c3=O)c2)cc1	-0.5%	-6.4%	-26.1%	-1.6%
39	Cc1ccc(SCC(=O)N(C)C2CCS(=O)(=O)C2)c(C)c1 (configuration not stated)	-0.5%	-3.0%	1.6%	0.4%
40	Cn1nc(C(=O)OCC(=O)Nc2ccccc2OC(F)F)c2ccccc2c1=O	0.3%	-6.0%	-8.5%	-6.0%
41	COc1cc(C)c(NC(=O)c2cccc(S(=O)(=O)N3CCCC3)c2)cc1OC	2.3%	-9.2%	-5.5%	-2.0%
42	O=C(CNC(=O)C1COc2ccccc2O1)Nc1ccc(F)c(F)c1 (configuration not stated)	0.6%	-4.2%	-37.9%	3.9%
43	C[C@]12C(=O)N(c3cccc(Cl)c3)C(=O)N1[C@@H]1c3ccccc3OC[C@@H]1[C@H]2c1ccccc1	-2.4%	-1.2%	-31.7%	-3.3%
44	Cc1ccccc1OCC(=O)OCC(=O)Nc1ccc2c(c1)OCO2	2.3%	-1.0%	-2.9%	-0.2%
45	CN(CC1COc2ccccc2O1)C(=O)Cn1cc(C(F)(F)F)ccc1=O (configuration not stated)	2.0%	3.2%	26.2%	?
46	Cc1cccc(N2CCN(C(=O)c3ccc4[nH]c(C)c(C)c4c3)CC2)c1C	1.3%	16.1%	-74.5%	-6.7%
47	O=C(COC(=O)CNC(=O)C1CCCCC1)Nc1ccccc1OC(F)F	13.2%	11.8%	-7.7%	10.0%
48	Cc1ccc2cccc(OCC(=O)NCCC3=CCCCC3)c2n1	-2.8%	-3.9%	-12.5%	-11.5%
49	CNC1(C)[C@H]2CC[C@H](C2)C1(C)C (some centres not stated)	2.5%	4.5%	15.1%	5.2%
50	Cc1ccc(S(=O)(=O)N2CCC[C@H]2C(=O)Nc2ccccc2C)cc1	-3.2%	-5.6%	-31.4%	-1.9%
51	C[C@@H]1O[C@@H](OCCC(=O)O)[C@H](O)C[C@H]1O	-3.0%	-1.0%	16.9%	2.6%
52	CCOc1ccccc1OCC(=O)Nc1cc(C)on1	1.6%	4.4%	0.2%	2.0%
53	CC(C)[C@H](NC(=O)c1ccccc1)C(=O)OCC(=O)c1c(N)n(C)c(=O)n(C)c1=O	2.3%	5.0%	2.4%	-4.2%
54	CON(C)C(=O)C[C@@H]1C[C@H](OC(=O)c2ccc([N+](=O)[O-])cc2)CN1C(=O)OC(C)(C)C	0.5%	0.1%	5.7%	0.9%
55	COc1ccc(CN(CCC(C)C)S(=O)(=O)c2ccccc2Br)cc1	-0.9%	2.9%	-6.1%	-9.1%
56	CCOC(=O)c1nc(C(=O)NCc2ccc(C)cc2)nc2ccccc12	3.6%	2.7%	-3.4%	13.1%
57	Cc1ccc(NS(=O)(=O)c2c(F)cc(F)c(Cl)c2F)cc1S(=O)(=O)N1CCOCC1	-1.9%	-4.6%	-42.2%	-5.5%
58	COc1ccc(/C=C2\SC(=O)N(CCNC(=O)Cn3[nH]c(=O)c4ccccc4c3=O)C2=O)cc1	0.2%	-9.3%	-32.9%	3.4%
59	Cc1ccc2c(c1)[C@H]1[C@H](CO2)[C@H](c2ccccc2)[C@]2(C)C(=O)Nc3ccccc3C(=O)N12	-2.5%	-4.7%	-50.7%	?
60	COc1cccc(NC(=O)CN(C)CC(=O)Nc2ccc3c(c2)OCO3)c1	0.2%	-7.7%	-10.8%	0.0%
61	O=C1c2ccccc2N[C@@H]2C=CC[C@@H]2N1O	0.7%	-0.1%	17.3%	-5.6%
62	O=C(COc1ccc(F)cc1Br)NCc1nnc2ccccn12	1.4%	2.3%	-12.9%	-3.5%
63	Cc1ccsc1C(=O)OCC(=O)NCc1ccccc1	1.7%	26.8%	16.4%	5.2%

# Shown with each value named: entries from further up.
(56) CCOC(=O)c1nc(C(=O)NCc2ccc(C)cc2)nc2ccccc12
  ELG1 genotoxic: 3.6%	p53 reactivator: 2.7%	BRCA1 expr up: -3.4%	uPA generation: 13.1%

(57) Cc1ccc(NS(=O)(=O)c2c(F)cc(F)c(Cl)c2F)cc1S(=O)(=O)N1CCOCC1
  ELG1 genotoxic: -1.9%	p53 reactivator: -4.6%	BRCA1 expr up: -42.2%	uPA generation: -5.5%
